High-throughput results as filed in PubChem.
Luc counter – Kinase-Glo luciferase inhibition (counter-screen); Q27757; Kinase-Glo luciferase, ATP luminescence, 8 min; Potency, µM (highest dose often 38.3 µM), without a hit: at the top dose activity change, negative = inhibition, most hits filed as inhibitors; hit rate 0.28% among 200,000; AID 1379; note: potency is the fitted concentration of half-maximal effect; % is set by controls: 0 for no effect and ±100 for the full control effect; nearly all actives have a fitted effect of over 60% in size
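Compounds were added to a substrate mix at pH 7.2 (50 mM imidazole, 10 uM ATP, within the enzyme's linear range), followed by Kinase-Glo detection reagent; luminescence was measured after 8 minutes at ambient temperature.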
GLA spleen mod – inhibitors or activators of human alpha-galactosidase in spleen homogenate | Potency, µM (top dose mostly 80 µM), without a hit: top-dose activity change, negative = inhibition, actives largely listed as inhibitors | human spleen homogenate, 4MU-alpha-Gal fluorescence, 40 min | hit rate 0.008% among 240,000 | P06280;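 note: potency is the fitted concentration of half-maximal effect; 0% = enzyme with vehicle and -100% = no enzyme basal signal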
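Human spleen homogenate (1 ug) as enzyme source, 4-methylumbelliferyl-alpha-D-galactopyranoside 1 mM final, citrate/phosphate pH 5.0 with 0.01% Tween-20. Compounds 40 min at 37C, NaOH/glycine stop; fluorescence Ex 365/Em 440, Hill-fit AC50.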
Lamin A splicing – modulators of lamin A splicing. Potency, µM (titrated, usually from 46.1 µM), inactives show at the top dose ratio change, negative = inhibition, actives largely listed as inhibitors. HeLa LMNA splicing GFP/RFP minigene ratio, 48 h. hit rate 0.01% among 200,000; active = well fitted inhibition curve with a large enough effect in the signal ratio, with a control signal flat, not every such curve was filed as active; inconclusive = small, poorly fitted or top-dose-only effect, or effect the other way, or a change in a side signal; the % refers to the signal ratio; note: potency is the fitted concentration of half-maximal effect; % is set by controls: 0 for no effect and ±100 for the full control effect
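Read-out is the ratio of GFP to DsRed2 object intensity, acquired by 488 nm laser-scanning cytometry on HeLa lamin A-EGFP minigene reporter cells. Compound incubation 48 hrs at 37 °C in Opti-MEM with 2% FBS; DMSO 0.5% final.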
Epigenetic derep – epigenetic control regulation, reporter derepression; Potency, µM (highest dose often 53.9 µM), inactives show top-dose GFP activation, hits mostly activators; hit rate 0.2% among 280,000; murine LDR cells, GFP reporter derepression, 30 h; note: potency is the fitted concentration of half-maximal effect; % of control where 0% means no effect; nearly all actives have a fitted effect of over 60% in size
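GFP-positive cell count by laser-scanning cytometry (objects 20–120 um) after 30 h, 37 C compound exposure of murine LDR cells; reporter is CMV-GFP integrated at a silenced locus, inducible by HDAC or DNMT inhibitors.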
CBFb RUNX1 block – blocks binding between human CBF-beta and RUNX1; 230,000 tested, under 10 active; AlphaScreen CBFb-His/RUNX1-biotin binding, biochemical; Q01196+Q13951; Potency, µM (doses to about 59.8 µM), for inactives: top-dose activity, negative = inhibition, usual class: inhibitors; note: % of control where 0% means no effect
Target sequence (Q01196 whole entry, looked up): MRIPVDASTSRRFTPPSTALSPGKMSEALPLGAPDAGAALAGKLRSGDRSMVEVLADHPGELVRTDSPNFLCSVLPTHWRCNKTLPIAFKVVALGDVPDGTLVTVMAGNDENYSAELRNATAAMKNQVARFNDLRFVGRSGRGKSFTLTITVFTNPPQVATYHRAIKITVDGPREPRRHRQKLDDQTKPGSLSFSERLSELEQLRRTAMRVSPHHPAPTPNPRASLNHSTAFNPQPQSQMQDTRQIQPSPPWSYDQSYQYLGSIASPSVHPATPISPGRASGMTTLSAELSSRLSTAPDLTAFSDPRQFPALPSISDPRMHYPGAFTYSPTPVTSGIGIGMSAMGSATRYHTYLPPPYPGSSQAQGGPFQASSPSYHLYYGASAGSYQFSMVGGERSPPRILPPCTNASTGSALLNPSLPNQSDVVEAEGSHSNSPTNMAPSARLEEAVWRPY
Target sequence (Q13951 whole entry, looked up): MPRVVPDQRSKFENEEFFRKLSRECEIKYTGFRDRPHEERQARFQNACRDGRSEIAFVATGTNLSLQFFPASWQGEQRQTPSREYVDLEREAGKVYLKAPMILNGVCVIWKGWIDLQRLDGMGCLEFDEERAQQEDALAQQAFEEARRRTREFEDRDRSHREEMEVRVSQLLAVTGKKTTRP
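CBF-beta (His) and RUNX1 (biotin), 30 nM each; 20 min preassociation; + compound, 15 min; + beads 50 ng each (Ni, streptavidin), 90 min; RT; AlphaScreen read.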
IMPase Li inh – IMPase inhibition in cells with lithium potentiation. CHO-M1 cells, IP1 TR-FRET (IP-One), carbachol + lithium. AID 1457. Potency, µM (doses to about 59.4 µM), without a hit: at the top dose activity, negative = IMPase inhibition, usual class: inhibitors. hit rate 0.35% among 210,000;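 note: IP1 builds up when IMPase is blocked and the TR-FRET signal falls; potency is the fitted concentration of half-maximal effect; plate controls were basal vehicle for no effect and high inhibitor control for full effect; nearly all actives have a fitted effect of over 50% in size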
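Concentration–response in CHO-M1 cells, lithium-potentiated; 30 min at 37C. IP1 detected by competitive TR-FRET after 10 min lysis at RT. Hill-fitted AC50.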
NPSR antag – neuropeptide S receptor (human) antagonism, cAMP. AID 1461. CHO-NPSR cells, cAMP TR-FRET, antagonist mode. Potency, µM (top dose mostly 38.3 µM), without a hit: at the top dose activity change, negative = inhibition, most hits filed as inhibitors. hit rate 1% among 220,000. Q6W5P4; note: potency is the fitted concentration of half-maximal effect; % is set by controls: 0 for no effect and ±100 for the full control effect; nearly all actives have a fitted effect of over 50% in size; many of its hits are not listed in these tables
Target sequence (Q6W5P4 whole entry, looked up): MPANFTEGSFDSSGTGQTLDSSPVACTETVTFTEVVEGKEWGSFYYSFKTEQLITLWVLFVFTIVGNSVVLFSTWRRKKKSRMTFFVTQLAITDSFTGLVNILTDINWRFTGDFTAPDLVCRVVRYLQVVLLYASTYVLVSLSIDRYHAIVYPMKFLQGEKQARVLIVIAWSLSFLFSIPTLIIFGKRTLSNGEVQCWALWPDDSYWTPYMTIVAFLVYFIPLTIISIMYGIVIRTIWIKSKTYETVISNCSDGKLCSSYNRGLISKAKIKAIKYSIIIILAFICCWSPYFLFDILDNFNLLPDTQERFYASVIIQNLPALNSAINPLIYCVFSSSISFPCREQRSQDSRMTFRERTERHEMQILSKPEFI
Numbers without * were called inactive; ? = inconclusive; nt = no result given; & = joins results of further samples; [ ] = another dose, or the depositor's remark. Unless noted, calls come from the whole dose curve; as a rule, active = well fitted curve in the direction sought with a large enough effect; inconclusive = small, poorly fitted or top-dose-only effect, or another doubt; inactive = no such curve, though single readings can be large; an effect the other way counts as inactive or inconclusive. An excerpt (hit frequency here may not be typical).

SMILES | Luc counter | GLA spleen mod | Lamin A splicing | Epigenetic derep | CBFb RUNX1 block | IMPase Li inh | NPSR antag
O=C(Oc1cc2oc(=O)cc(-c3ccccc3)c2cc1Cl)C1CCCCC1 | -4% | 5% | ? | -1.4% | 11% | -40%[38.3 µM] | 1%[46.1 µM]
COc1cc(CN(CCc2c(C)[nH]c3ccc(C)cc23)C(=S)NC(C)(C)C)cc(OC)c1OC | 0% | -14% | ? | -2.0% | 3%[2.36 µM] | 2% | -11%
CNC(=S)N/N=C/C1=CCC2CC1C2(C)C (stereo not given) | 6% | 1% | -16% | ? | -4% | 7% | -37%
Cn1nnnc1SCc1nnc(-c2ccc(Cl)cc2)o1 | -2% | 4% | 1% | -0.2% | 20% | 5%[38.3 µM] | 7%[46.1 µM]
Cc1cccc(NC(=O)c2ccccc2NC(=O)C(C)(C)C)n1 | -6% | 2% | ? | 0.5% | 14% | -14%[38.3 µM] | -19%[46.1 µM]
O=C(NNC(=O)c1cccc(Br)c1)C(=O)N1CCCCC1 | 0% | 1% | ? | 1.9% | -4% | -11% | -1%
O=C1/C(=C/c2ccccc2)NC(=S)N1C(c1ccccc1)c1ccccc1 | 16% | -2% | ? | 3.1% | 17% | 25%[38.3 µM] | ?
C=CCSc1nnc(-c2ccncc2)n1-c1ccc(OCC)cc1 | 9% | -13% | -4% | 0.1% | 5% | 0% | -22%[46.1 µM]
O=C1C2C3c4ccccc4C(c4ccccc43)[C@@H]2C(=O)N1c1ccccn1 (stereo not given in full) | nt | 1% | nt | -0.3% | 10% | nt | 4%
O=C(N/N=C/c1cccc(F)c1)c1c(O)c2ccccc2[nH]c1=O | -3% | 0% | -9% | 1.0% | -3% | 5% | -1%[46.1 µM]
Cc1ccc(C(=O)OCC(=O)Nc2ccccc2C(F)(F)F)cc1S(=O)(=O)N1CCOCC1 | -3% | 0% | 4%[0.0737 µM] | 1.7% | 0% | -9%[38.3 µM] | -10%[46.1 µM]
Cc1ccc(CSCCNC(=O)CN(c2cc(C)ccc2C)S(C)(=O)=O)cc1 | 0% | 3% | nt | 2.6% | -4% | 12% | -19%

Two of the compounds above, as a markdown table:
| molecule | Luc counter | GLA spleen mod | Lamin A splicing | Epigenetic derep | CBFb RUNX1 block | IMPase Li inh | NPSR antag |
| --- | --- | --- | --- | --- | --- | --- | --- |
| O=C(Oc1cc2oc(=O)cc(-c3ccccc3)c2cc1Cl)C1CCCCC1 | -4% | 5% | ? | -1.4% | 11% | -40%[38.3 µM] | 1%[46.1 µM] |
| COc1cc(CN(CCc2c(C)[nH]c3ccc(C)cc23)C(=S)NC(C)(C)C)cc(OC)c1OC | 0% | -14% | ? | -2.0% | 3%[2.36 µM] | 2% | -11% |

Further entries follow.
SMILES | Luc counter | GLA spleen mod | Lamin A splicing | Epigenetic derep | CBFb RUNX1 block | IMPase Li inh | NPSR antag
CC(C)NCC(O)COC1C2CC3CC(C2)CC1C3 (stereo not given) | 3% | 6% | -8%[46 µM] | 6.6% | 10% | -3% | -21%
O=C(Nc1cccc(O)c1)c1ccc(Br)cc1 | -7% | 0% | 6% | 0.0% | 5% | 19%[38.3 µM] | 11%[46.1 µM]
O=C(N/N=C/c1ccc(Br)o1)c1cc([N+](=O)[O-])cc([N+](=O)[O-])c1 | -1% | -17% | ? | 1.0% | -7% | 7% | -5%
CCCC1CC(C)(C(=O)CSc2n[nH]c(-c3ccccc3)n2)OC1=O (stereo not given) | 3% | -8% | -16% | -0.8% | 4% | 21%[38.3 µM] | -1%[46.1 µM]
COC(=O)/C=C/c1ccc(-n2cncn2)cc1 | 0% | 5% | nt | 2.8% | 0% | -3% | 17%
Nc1nc(SCCOc2ccccc2)n[nH]1 | -2% | 5% | 10% | -0.8% | 14% | 12%[38.3 µM] | 1%[46.1 µM]
CCOc1ccc(NC(=O)CN2C(=O)NC(CCSC)C2=O)cc1 (stereo not given) | 0% | -3% | -12%[46 µM] | ? | -2% | 1% | 9%
CCOc1ccc(N2C(=O)CC(n3nc(C)cc3C)C2=O)cc1 (stereo not given) | -1% | -8% | -4% | 0.1% | 4% | -2% | 10%[46.1 µM]
COC(=O)c1ccc(N2CCN(CC(=O)c3ccc(-c4ccccc4)cc3)CC2)c([N+](=O)[O-])c1 | 4% | -7% | 9% | -4.5% | -15% | -7%[38.3 µM] | -14%[46.1 µM]
CCc1ccc(C(CC(=O)c2ccc(Cl)cc2)C(=O)O)cc1 (stereo not given) | -1% | 5% | -6% | -2.4% | -2% | -5%[38.3 µM] | -11%[46.1 µM]
C=C1C(=O)C=C2CN(C(=O)c3ccccc3)[C@@](Cc3ccc(F)cc3)(C(=O)OC)[C@@H]12 | 1%&-1% | 1%&-3% | ? | 12%&3.6% | 5%[2.36 µM] | 26%&21% | 1.6µM*
COc1ccc(/C=N/NC(=O)CN2CCCc3ccccc32)c(OC)c1 | nt | 4% | nt | -0.1% | -12% | nt | -8%
CCOC(=O)c1cnc2c(OC)cccc2c1N1CCN(c2ccccn2)CC1 | 0% | -3% | ? | -2.2% | -9% | 7% | -28%
O=C(N/N=C/c1ccco1)c1ccccn1 | -22% | 7% | 30% | -1.1% | -30% | 0%[38.3 µM] | -8%[46.1 µM]
CCOC(=O)c1c(C)nc2sc3c(=O)n(-c4ccc(C(C)=O)cc4)cnc3c2c1-c1ccc(OC)cc1 | 5% | 0% | -6% | 0.0% | 10% | 5% | -14%[46.1 µM]
Cc1onc(-c2ccccc2)c1C(=O)NNC(=S)NC(=O)c1ccc(F)cc1 | nt | -3% | ? | 1.8% | -3% | nt | -10%[46.1 µM]
Cc1nc2n(c(=O)c1CCN1CCC(c3noc4cc(F)ccc34)CC1)CCCC2 | 0% | -6% | -14%&-20%&-7% | 1.1% | 13% | 10%&1%&13% | -15%[46.1 µM]
C/C(=C\C(=O)c1ccc(C)o1)Nc1ccc(C(=O)O)cc1C | 3% | 0% | ? | 0.9% | 9% | 5% | -5%[46.1 µM]
COc1ccc(C2CC(C(F)(F)F)n3nc(C(=O)NCc4c(C)nn(C)c4C)c(Cl)c3N2)cc1 (stereo not given) | -2% | 4% | ? | -1.0% | 4% | 53%[activator][38.3 µM] | -15%[46.1 µM]
CC(C)CCC1CC(CSC(=N)N)OC1=O (stereo not given) | 2% | 0% | 1% | -0.7% | -3% | 6%[38.3 µM] | -2%[46.1 µM]
CC1CCCN(Cc2nc3c(c(=O)n(C)c(=O)n3C)n2CC(N)=O)C1 (stereo not given) | -5% | -9% | -6% | -6.2% | 7% | -8%[38.3 µM] | 5%[46.1 µM]
Cn1c(N)c(C(=O)CSc2nnc(-c3ccccc3F)n2C2CC2)c(=O)n(C)c1=O | -1% | -5% | 7%[46 µM] | 1.3% | 6% | 5% | 8%
CC(C)CCNC(=O)C(CC(C)C)N(Cc1ccc2c(c1)OCO2)C(=O)c1snc(C(N)=O)c1N (stereo not given) | 1% | 7% | ? | -4.7% | 4% | 14% | -53%
CCOC(Cn1c(-c2ccc(OC)cc2)nc2ccccc21)OCC | 16% | -2% | 15% | 0.0% | 2% | 37%[activator][38.3 µM] | -18%[46.1 µM]

Record cards (already shown).
CCOC(=O)c1c(C)nc2sc3c(=O)n(-c4ccc(C(C)=O)cc4)cnc3c2c1-c1ccc(OC)cc1 across the screens: Luc counter = 5%; GLA spleen mod = 0%; Lamin A splicing = -6%; Epigenetic derep = 0.0%; CBFb RUNX1 block = 10%; IMPase Li inh = 5%; NPSR antag = -14%[46.1 µM]
COc1ccc(C2CC(C(F)(F)F)n3nc(C(=O)NCc4c(C)nn(C)c4C)c(Cl)c3N2)cc1 (stereo not given) across the screens: Luc counter = -2%; GLA spleen mod = 4%; Lamin A splicing = ?; Epigenetic derep = -1.0%; CBFb RUNX1 block = 4%; IMPase Li inh = 53%[activator][38.3 µM]; NPSR antag = -15%[46.1 µM]
CC(C)CCNC(=O)C(CC(C)C)N(Cc1ccc2c(c1)OCO2)C(=O)c1snc(C(N)=O)c1N (stereo not given) across the screens: Luc counter = 1%; GLA spleen mod = 7%; Lamin A splicing = ?; Epigenetic derep = -4.7%; CBFb RUNX1 block = 4%; IMPase Li inh = 14%; NPSR antag = -53%

(further entries)
SMILES | Luc counter | GLA spleen mod | Lamin A splicing | Epigenetic derep | CBFb RUNX1 block | IMPase Li inh | NPSR antag
O=C(O)c1cccn2c(=O)c3ccccc3nc12 | 3% | 1% | 2% | 4.3% | 10% | -1%[38.3 µM] | -11%[46.1 µM]
Cc1cc(N2CCCC2)nc2ccccc12 | 3% | 16% | -7%[46 µM] | -1.3% | 9% | 2% | 5%
CSC(=CC(=O)c1ccc(F)cc1)SC | nt | -1% | -13%[46 µM] | 2.2% | 7% | nt | 2%
Cc1cc(N2CCN(C)CC2)nc2ccc(NC(=S)NC3CC3)cc12 | 2% | 3% | nt | -2.5% | 7% | 1% | 1%
O=C(c1cc2ccccc2oc1=O)N(Cc1ccccc1)Cc1ccc2c(c1)OCO2 | -4% | 2% | -21% | -11% | 5% | 23% | 9%[46.1 µM]
CC(=O)NC1=NN(C(C)=O)C(C)(c2ccc(Cl)s2)S1 (stereo not given) | -1% | -2% | ? | 0.0% | 18% | 8% | -4%[46.1 µM]
COc1ccc(C2/C(=C(\O)c3cc(C)ccc3C)C(=O)C(=O)N2CCN(C)C)cc1OC (stereo not given) | 0% | 2% | -2% | -1.3% | 5% | 1%[38.3 µM] | 7%[46.1 µM]
O=C(c1ccco1)N1CCN(C(=O)C2CCN(S(=O)(=O)c3cccs3)CC2)CC1 | nt | -3% | -6% | -2.6% | -6% | nt | -12%[46.1 µM]
O=S(=O)(O)C1CCNCC1 | 3%&-3% | -18%&9% | ? | -1.0%&1.1% | 7%&0% | -1%&19% | 12%
C=CCSc1n[nH]c(-c2ccc(OC)cc2)n1 | -8% | -5% | 6% | 0.8% | 13% | 24%[38.3 µM] | -21%[46.1 µM]
Cn1c(=O)n(C)c2cc(NC(=O)CCl)ccc21 | 6% | 3% | ? | -0.6% | -1% | 8%[38.3 µM] | -9%[46.1 µM]
O=C1COc2ccc(C(=O)COC(=O)CNC(=O)C3CCCCC3)cc2N1 | -1% | -7% | nt | -4.3% | 3% | 4% | 19%

Individual results from the results shown:
O=C1COc2ccc(C(=O)COC(=O)CNC(=O)C3CCCCC3)cc2N1 in Luc counter is entered as -1%
Cc1cc(N2CCN(C)CC2)nc2ccc(NC(=S)NC3CC3)cc12 in NPSR antag is entered as 1%
O=C(c1ccco1)N1CCN(C(=O)C2CCN(S(=O)(=O)c3cccs3)CC2)CC1 in GLA spleen mod is entered as -3%
